Salmonella PhoP GFP – Inhibition of PhoP regulon, Salmonella typhi GFP reporter cells, confirmation, 4 h (AID 1850). Salmonella Typhi PhoP-promoter GFP reporter, fluorescence, 4 h; higher % means a stronger effect. inhibition, % at 50 µM, or IC50 in µM where a hit was titrated. actives 0.33% (n = 310,000); in the data active = a potency from the dose series; inconclusive = inhibition mostly from about 25% at the one dose, without a potency; inactive = the rest, 99 in 100 with inhibition below about 19%;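 also: 0% = induced wells with vehicle and 100% = uninduced wells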
M. tuberculosis HTS – M. tuberculosis growth inhibition, HTS (AID 449762); M. tuberculosis H37Rv growth inhibition, 7H9 media; higher % means a stronger effect; actives 0.59% (n = 330,000); inhibition, % at 25 µM; hits with a dose series show IC50 in µM; in the data active = a potency from the dose series; inconclusive = inhibition above about 70% without an active follow-up result;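 also: bacterial growth assessed after seven days of incubation; strong numbers were not always called active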
inhibitors of VEEV – inhibitors of VEEV TC-83 cytopathic effect, confirmation, Vero cells (AID 588727); Vero cells, VEEV TC-83 cytopathic effect inhibition; higher % means a stronger effect; one-dose inhibition, % at 20 µM; IC50 in µM for titrated hits; actives 0.13% (n = 350,000); in the data active = a potency from the dose series; inconclusive = inhibition mostly from about 14% at the one dose, without a potency; inactive = the rest, 99 in 100 with inhibition below about 12%; also: strong numbers were not always called active
tuberculosis growth – growth inhibition of non-replicating M. tuberculosis (AID 488890). Mycobacterium tuberculosis non-replicating, growth inhibition; higher % means a stronger effect. inhibition, % at 25 µM, or IC50 in µM where a hit was titrated. actives 0.39% (n = 320,000); in the data active = a potency from the dose series; inconclusive = inhibition mostly from about 82% at the one dose, without a potency; inactive = the rest, 99 in 100 with inhibition below about 76%;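 also: plate controls were DMSO cells for no effect and high antibiotic wells for full effect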
influenza NS1A – H1N1 influenza NS1A inhibitors, functional cell based assay (AID 504329). NS1A functional cell-based assay, percent inhibition; higher % means a stronger effect. inhibition, % at 12.5 µM; hits with a dose series show IC50 in µM. actives 0.3% (n = 340,000); in the data active = a potency from the dose series; inconclusive = inhibition above about 27% without an active follow-up result; also: strong numbers were not always called active
inhibitors of VEEV 10K pilot screen – further read-out of inhibitors of VEEV, marked with its call; inhibition, %; measured here: 10K pilot screen inhibition
* hit, by the source's call; i = inactive; ? = inconclusive; · = no result given.

SMILES | Salmonella PhoP GFP | M. tuberculosis HTS | inhibitors of VEEV | tuberculosis growth | influenza NS1A | others
COc1ccc(/C=C(/NC(=O)c2ccccc2)C(=O)N2CCC(C)CC2)cc1 | 6% | 10% | 1.0% | 73% | 2%
Nc1cnn(C2OC(CO)C(O)C2O)c(=O)n1 (stereo not drawn) | 3% | 5% | 12µM* | 8% | 4%
O=C(NC1CC2CCCC(C1)N2C(=O)N1CCCCC1)C1CCCCC1 (stereo not drawn) | -13% | 3% | 2.4% | 26% | 8%
CCn1cc(S(=O)(=O)NCc2ccccc2Br)cn1 | -3% | 0% | 1.2% | -3% | -7%
COc1ccccc1N1CCN(C(=O)NCc2ccc(Cl)cc2)CC1 | -24% | 29% | 0.6% | -5% | -2%
Cc1cc(CNC(=O)Cn2nc(C)c([N+](=O)[O-])c2C)c2ccccc2n1 | -2% | 1% | i | -13% | 0%
CN(C)/C=C1\C(=O)NN=C1c1ccccc1 | -3% | 3% | 1.4% | -26% | 9%
CCOc1ccc(NC(=S)NNC(=S)Nc2cccc(C(F)(F)F)c2)cc1 | 8% | -3% | 0.6% | ? | 5%
CSCC[C@H](N)C(=O)N1CCC(C(=O)N[C@H](C(=O)NCc2ccccc2F)C(C)C)CC1 | 9% | 2% | 1.2% | 20% | -4%
CCC(C)NC(=O)COC(=O)Cc1sc(N)nc1-c1ccc(C)cc1 (stereo not drawn) | -2% | 0% | 0.7% | 36% | -7%
CSc1nnc(-c2ccccc2Cl)o1 | 5% | 2% | 3.6% | 5% | -12%
O=C(Nc1cccc(Br)c1)c1ccc2nc(N3C(=O)CCC3=O)sc2c1 | 8% | -12% | 0.8% | · | 0%
CCOC(=O)N1CCN(C(=O)COc2ccc(S(=O)(=O)NCC(C)C)cc2C)CC1 | -9% | -4% | i | 2% | 1%
COc1cccc(N2C(=O)Nc3ccc(Br)cc3C2(O)C(=O)NCCCN(C)C)c1 (stereo not drawn) | 4% | -2% | i | -1% | -27%
Cc1ccc(CCNC(=O)c2coc3nc4ccccc4nc23)cc1 | -22% | 5% | 0.6% | 16% | 3%
CNC(=S)NNC(=O)c1ccccc1Br | 0% | 4% | 0.9% | -2% | 10%
CN(C(=O)CN1C(=O)NC(C)(c2cccc(Br)c2)C1=O)C1CCCCC1 (stereo not drawn) | · | -3% | 1.3% | -10% | -4%
Oc1ccccc1/C=N/Nc1ncc(Br)cn1 | -9% | 4% | 10% | 1.1µM* | -1%
CCOc1ccccc1NC(=O)c1cc(Cl)ccc1NC(=O)c1ccco1 | -1% | -7% | i | 0% | 5%
Cc1nn(Cc2cccc(F)c2)c(C)c1NC(=O)c1c([N+](=O)[O-])c(C)nn1C | -12% | -6% | 1.6% | 4% | 1%
COC(=O)CCCNC(=O)c1ccccn1 | 0% | -2% | 1.4% | 3% | -5%
COc1ccc(S(=O)(=O)NCc2cccs2)cc1 | -17% | 2% | 1.2% | 12% | 1%
COc1ccccc1N(CC(O)Cn1ccnc1C)S(=O)(=O)c1ccc(C)cc1 (stereo not drawn) | 1% | 39% | 0.1% | ? | -7%
Brc1ccc(-c2nnc3n2CCCCC3)cc1 | -9% | -2% | 1.2% | 9% | 0%

Three entries picked at random from those above:
SMILES | Salmonella PhoP GFP | M. tuberculosis HTS | inhibitors of VEEV | tuberculosis growth | influenza NS1A | others
Cc1nn(Cc2cccc(F)c2)c(C)c1NC(=O)c1c([N+](=O)[O-])c(C)nn1C | -12% | -6% | 1.6% | 4% | 1%
COc1cccc(N2C(=O)Nc3ccc(Br)cc3C2(O)C(=O)NCCCN(C)C)c1 (stereo not drawn) | 4% | -2% | i | -1% | -27%
COc1ccccc1N(CC(O)Cn1ccnc1C)S(=O)(=O)c1ccc(C)cc1 (stereo not drawn) | 1% | 39% | 0.1% | ? | -7%

Following part:
SMILES | Salmonella PhoP GFP | M. tuberculosis HTS | inhibitors of VEEV | tuberculosis growth | influenza NS1A | others
NC(=O)CSc1nc(-c2ccccc2)nc2c1CCCC2 | -10% | -13% | 0.1% | -14% | 0%
COc1ccc(OC)c(N(C(=O)c2ccco2)C(C(=O)NC2CCCC2)c2cc(OC)c(OC)c(OC)c2)c1 (stereo not drawn) | 0% | 7% | i | 17% | -3%
NC(=O)C1CCN(c2oc(-c3ccc(F)cc3)nc2S(=O)(=O)c2ccccc2)CC1 | · | -4% | i | 2% | -1%
Cc1cc(-n2[nH]c(C)c(C)c2=O)nc(-c2ccccc2O)n1 | 0% | 8% | 9.4% | -8% | 10%
CCN(CC)P(=O)(Oc1cccc(C)c1)N(CC)CC | 1% | 0% | i | -3% | 4%
Cc1nn(C)c(C(=O)NNC(=O)Nc2cccc(C(F)(F)F)c2)c1Cl | 7% | 2% | i | -11% | -7%
CCc1nc(C)cn1S(=O)(=O)c1ccc(Br)cc1 | 2% | -4% | 0.1% | -17% | 22%
Cc1ccc(-n2nnc3c(=O)n(Cc4ccccn4)cnc32)cc1C | -7% | 3% | 5.1% | 10% | -2%
CCCN(CCC)CCNS(=O)(=O)c1ccc2c(c1)oc(=O)n2C | -1% | -8% | 3.4% | -1% | 4%
CNC(=S)N/N=C/c1cn(Cc2c(F)cccc2Cl)c2ccccc12 | -8% | -3% | 3.1% | -13% | 1%
CCN=c1scc(C)n1/N=C/c1cc(Br)c(O)c(Br)c1 | -8% | 6% | 13% | 77% | -3%
O=C(NN=C1CCCCCC1)C(=O)Nc1cccc(Br)c1 | 0% | ? | 0.7% | 29% | -1%
CCN1CCCn2c1nc1c2c(=O)n(C)c(=O)n1C | 5% | -1% | 0.8% | -22% | -6%
O=C(NCc1cccnc1)c1cnc2sccn2c1=O | 10% | -9% | 0.2% | · | 25%
CCOc1ccc(-n2cnnn2)cc1S(=O)(=O)NCc1ccccc1 | 1% | -6% | i | -8% | 11%
COc1ccccc1-c1nnc(N)s1 | 3% | 2% | 7.3% | -8% | 2%
COc1ccc(-c2cccc(NC(=O)c3ccco3)c2)nn1 | 6% | -2% | 2.5% | -9% | -3%
Cc1ccc(C)c(N(CC(=O)N2CCCCCC2)S(C)(=O)=O)c1 | -4% | 0% | i | 2% | -4%
CCc1nnc(NS(=O)(=O)c2ccc(N)cc2)s1 | 13% | 63% | 1.9% | 69% | 3%
O=C(O)c1ccccc1NS(=O)(=O)c1ccc(NN=Cc2cccc(Cl)c2)c([N+](=O)[O-])c1 | · | 9% | 5.3% | 73% | -6%
COc1ccc(NC(=O)c2sc(Cl)nc2-c2ccccc2)cc1 | -2% | -8% | i | 6% | 0%
c1ccc(Nc2nc(Nc3ccccc3)nc(N3CCNCC3)n2)cc1 | 1% | ? | >25µM* | i | 0%
COc1ccc(NC(=S)NNC(=O)Cn2nc([N+](=O)[O-])cc2C)cc1 | 0% | -4% | i | -15% | 19%
CCC1CCCCN1C(=S)Nc1ccc(SC(F)F)cc1 (stereo not drawn) | -7% | -6% | 1.5% | -10% | -8%

The final five entries of the section before open the next one:
SMILES | Salmonella PhoP GFP | M. tuberculosis HTS | inhibitors of VEEV | tuberculosis growth | influenza NS1A | others
O=C(O)c1ccccc1NS(=O)(=O)c1ccc(NN=Cc2cccc(Cl)c2)c([N+](=O)[O-])c1 | · | 9% | 5.3% | 73% | -6%
COc1ccc(NC(=O)c2sc(Cl)nc2-c2ccccc2)cc1 | -2% | -8% | i | 6% | 0%
c1ccc(Nc2nc(Nc3ccccc3)nc(N3CCNCC3)n2)cc1 | 1% | ? | >25µM* | i | 0%
COc1ccc(NC(=S)NNC(=O)Cn2nc([N+](=O)[O-])cc2C)cc1 | 0% | -4% | i | -15% | 19%
CCC1CCCCN1C(=S)Nc1ccc(SC(F)F)cc1 (stereo not drawn) | -7% | -6% | 1.5% | -10% | -8%
COc1ccc(OC)c(/C=C/C(=O)OCC(=O)Nc2cccc(Oc3ccccc3)c2)c1 | -3% | 5% | 3.5% | 27% | -6%
COCC1CCCN(Cc2nc(-c3ccc4c(c3)OCO4)no2)C1 (stereo not drawn) | 4% | -6% | i | 67% | 7%
OC1(c2ccc3c(c2)OCO3)CCN(Cc2ccc(F)cc2)CC1 | 4% | -4% | 0.5% | -11% | 1%
COc1ccc(OC)c(NC(=O)CSc2ccccc2)c1 | -2% | -7% | i | 34% | 3%
COc1ccc(C2C(C(N)=O)=C(C)Nc3nc(-c4ccccc4OC)nn32)cc1OC (stereo not drawn) | -10% | -6% | 1.5% | 3% | 8% | inhibitors of VEEV 10K pilot screen=2.8
COc1cc(C(=O)OCC(=O)N2CCN(S(=O)(=O)c3ccc(C)cc3C)CC2)c([N+](=O)[O-])cc1OC | · | · | 8.1% | · | 2%
C#CC(=O)N(c1ccc(OC)cc1OC)C(C(=O)NC1CCCC1)c1cccs1 (stereo not drawn) | -6% | 2% | 11% | ? | -4%
C=CCN1C(=O)C(CC(=O)O)SC1=Nc1ccc(C)cc1 (stereo not drawn) | 2% | 7% | 0.7% | 21% | 4%
CCCc1cc(=O)oc2cc(C)cc(OC(C)C(=O)NCc3cccnc3)c12 (stereo not drawn) | 2% | 6% | 1.2% | -1% | 0%
O=C1Nc2ccc(Br)cc2C1=Nc1cccnc1 | 18% | -5% | 1.0% | 0% | ·
Cc1cc(N2CCN(C)CC2)nc(-c2ccccc2O)n1 | 11% | 5% | 6.0% | 5% | 8%
Cc1ccc(C(c2nnnn2CS(=O)(=O)c2ccc(C)cc2)N2CCN(c3ncccn3)CC2)cc1 (stereo not drawn) | 8% | -7% | 1.5% | 7% | -3%
CC(/C=N/Nc1nc(N2CCCCC2)nc(N2CCCCC2)n1)=C\c1ccccc1 | -3% | 63% | i | -4% | 0%
CCc1cccc(NC(=O)C2CCCN(c3ncnc4c3nc3n4CCCCC3)C2)c1 (stereo not drawn) | -2% | 49% | 7.5% | 33% | 2%
O=C(Cc1ccccc1)Nc1ccnn1C1CCN(Cc2nccs2)CC1 | -1% | 0% | 6.3% | 6% | 4%
Clc1cccc(Cl)c1/C=N/Nc1c(Cl)cncc1Cl | -1% | 7% | 7.2% | 39% | -13%
COc1cccc(C(=O)c2ncc(C(F)(F)F)cc2Cl)c1 | -3% | -6% | i | 13% | 10%
Cc1cccc(NC(=O)COc2ccccc2C(=O)NC(C)c2ccccc2)c1 (stereo not drawn) | 4% | -4% | 4.8% | 25% | -7%
COC(=O)Nc1ccc(S(=O)(=O)N2CCCCCC2)cc1 | -2% | 2% | i | 1% | -1% | inhibitors of VEEV 10K pilot screen=1.2
CCCc1cc(=O)oc2c3c(c(Cl)cc12)OCN(CCCO)C3 | -61% | -6% | · | 4% | ·
Cc1ccc(C(C)(C)NC(=O)C2CCC(=O)N(Cc3ccccc3F)C2)cc1 (stereo not drawn) | -11% | -20% | 1.9% | -3% | -9%
OC(COc1ccccc1)CN1CCN(Cc2ccc3c(c2)OCO3)CC1 (stereo not drawn) | 10% | -15% | 0.6% | -6% | -5%
COc1cc(/C=C2\SC(=Nc3ccc(F)cc3)N(c3ccc(F)cc3)C2=O)ccc1OCC(=O)O | -2% | 6% | · | 27% | ·
O=C(Nc1ccc2cccnc2c1)c1ccc(Br)cc1 | -2% | 7% | i | ? | 19%
CC1CCCN(CCCNC(=O)c2cc3c(Cl)nc4ccccc4c3s2)C1 (stereo not drawn) | -12% | 51% | i | 15% | 1%
COc1ccc(S(=O)(=O)N2CCSC2c2ccc(OC)c(OC)c2)cc1 (stereo not drawn) | -2% | -1% | 1.1% | 11% | 4%
CCOC(=O)CNC(=O)CSc1cc(C)nc2ccc(OC)cc12 | 2% | 69% | 0.6% | 72% | -18%
Cc1cc(Cl)ccc1NC(=O)Nc1c(C)n(-c2ccccc2)c(=O)n1C | 3% | -1% | 0.2% | 4% | -2%
CC1(C)CNC(=O)c2sc(N3CCCCC3)nc2C1 | -1% | -4% | i | 3% | -1%
COc1ccc(N2CCN(C(=O)CCCNC(=O)Cn3cnc4sc(C)c(C)c4c3=O)CC2)cc1 | 4% | -4% | 0.4% | 6% | -5%
C#CCOCCOCCOCCNc1nc(N2CCN(C(=O)Cn3cc(CCCCN)nn3)CC2)nc(N2CCN(C(=O)Cn3cc(CCCN=C(N)N)nn3)CC2)n1 | 7% | -5% | 0.6% | 20% | 4% | inhibitors of VEEV 10K pilot screen=1.2
C=CCN(C(=O)c1csnn1)C(C(=O)NC1CCCCC1)c1ccc(C)cc1 (stereo not drawn) | 1% | -4% | i | 11% | 0%
N/C(=N\S(=O)(=O)c1cc(C(F)(F)F)cc(C(F)(F)F)c1)c1cccs1 | 0% | 1% | 0.8% | -3% | -3%
O=C(COc1ccc(-c2nnco2)cc1)N1CCN(S(=O)(=O)c2ccccc2)CC1 | 4% | -1% | i | 1% | 4%

Source: PubChem (Southern Research Specialized Biocontainment Screening Center)
